High-throughput results as filed in PubChem.
MIN6 prolif – induces beta-cell replication in MIN6 cells; MIN6 cells proliferation, ATPlite luminescence, 48 h; cells starved in 0.2% serum; 100% = growth in 10% serum; proliferation, % at 10 µM; 330,000 tested, 0.29% active;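 active = compounds whose signal lies at least 3.5 SD above the mean of all wells on their plate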;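 also: 0% = DMSO-treated cells in low-serum medium and 100% = 10% serum control; some compounds called inactive have numbers as strong as hits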
MPTP block – blocks calcium-induced mitochondrial swelling; isolated mouse mitochondria, Ca2+ swelling absorbance, 30 min; 360,000 tested, 1.4% active; inhibition, % at 10 µM; AID 602449;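 active = inhibition of 50% or more, scaled per plate between neutral and stimulator controls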;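 also: 0% = DMSO wells given calcium and 100% = 1 mM EGTA wells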
hIAP activ – human IAP activation; 330,000 tested, 0.16% active; P09923; AID 2524; activation factor at 10 µM; purified human IAP, CDP-Star luminescence, 30 min; stronger effect = higher value; 1 = vehicle-only enzyme, 0 = enzyme-free background;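 active = activation factor of the enzyme at least 2-fold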; also: the source names both 10 and 20 µM as test concentration; values of inactives mirror those of a sister screen read the other way
A3G deaminase – inhibitors of human APOBEC3G DNA deaminase; 330,000 tested, 0.28% active; AID 493012; recombinant A3G, ssDNA deamination FAM/TAMRA fluorescence; Q9HC16; inhibition, % at 20 µM;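 active = inhibition of at least 40% at 20 µM, with no more than 30% in the related APOBEC3A deaminase screen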;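 also: plate controls were DMSO wells with A3G for no effect and wells lacking A3G enzyme for full effect; some compounds called inactive have numbers as strong as hits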
Target sequence (Q9HC16 whole entry, looked up): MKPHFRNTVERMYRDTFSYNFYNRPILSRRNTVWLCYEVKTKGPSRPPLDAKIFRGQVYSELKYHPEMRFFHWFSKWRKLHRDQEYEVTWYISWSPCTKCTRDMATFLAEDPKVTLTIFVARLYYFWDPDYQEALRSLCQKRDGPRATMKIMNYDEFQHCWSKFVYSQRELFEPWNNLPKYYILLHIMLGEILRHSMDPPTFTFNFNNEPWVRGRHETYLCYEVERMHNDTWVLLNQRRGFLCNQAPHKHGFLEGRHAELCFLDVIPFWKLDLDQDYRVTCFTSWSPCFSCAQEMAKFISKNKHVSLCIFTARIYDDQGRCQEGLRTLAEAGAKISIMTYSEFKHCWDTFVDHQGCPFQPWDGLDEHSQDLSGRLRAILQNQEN
hIAP block – human IAP inhibition; P09923; purified IAP, CDP-Star luminescence, 30 min; inhibition, % at 10 µM; 330,000 tested, 0.12% active;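 active = inhibition reaching a set limit with compound at 10 µM in the primary screen, cut at about 35% in these data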;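 also: plate controls were DMSO wells with enzyme for no effect and no-enzyme buffer wells for full effect; values of inactives mirror those of a sister screen read the other way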
mIAP block – blocks mouse intestinal alkaline phosphatase | purified mouse IAP, CDP-Star luminescence, 30 min | inhibition, % at 10 µM | 330,000 tested, 0.2% active;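 active = inhibition of at least 40% at 10 µM in the primary screen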;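 also: plate controls were DMSO with enzyme for no effect and no enzyme wells for full effect; values of inactives mirror those of a sister screen read the other way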
mIAP activ – increases mouse intestinal alkaline phosphatase activity; muIAP, CDP-Star luminescence, 30 min; stronger effect = higher value; 1 = vehicle-only enzyme signal, 0 = enzyme-free wells; 330,000 tested, 0.24% active; AID 2805; activation factor at 10 µM;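 active = activation factor of at least 2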; also: the source names both 10 and 20 µM as test concentration; values of inactives mirror those of a sister screen read the other way
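System: mouse IAP enzyme. Reagent: CDP-Star chemiluminescent phosphatase substrate. Benchmarks: DMSO wells, no-enzyme wells. Times: 30 min enzyme-substrate-compound incubation at room temperature. Detection: luminescence from enzymatic CDP-Star hydrolysis. Doses: test compounds delivered from DMSO solution.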
APOBEC3A inh – human APOBEC3A DNA deaminase inhibition; recombinant A3A, FAM/TAMRA ssDNA deamination fluorescence; 330,000 tested, 0.41% active; P31941; AID 493011; inhibition, % at 20 µM;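 active = at least 40% inhibition at 20 µM here, with at most 30% in a related deaminase screen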;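 also: plate controls were A3A with DMSO for no effect and wells lacking A3A enzyme for full effect; some results filed as inactive read as strong as hits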
Target sequence (P31941 whole entry, looked up): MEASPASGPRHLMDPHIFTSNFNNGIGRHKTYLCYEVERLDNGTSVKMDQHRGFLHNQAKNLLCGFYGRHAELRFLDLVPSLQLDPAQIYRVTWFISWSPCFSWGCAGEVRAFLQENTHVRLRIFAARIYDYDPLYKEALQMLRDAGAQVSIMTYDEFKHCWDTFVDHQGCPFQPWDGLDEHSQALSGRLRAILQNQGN
GRIN3A LBD mod – modulators (binders) of human NR3A ligand-binding domain. NR3A LBD differential scanning fluorimetry, Tm shift; 0% = protein alone, 100% = glycine-bound protein. Tm shift relative to glycine control, % at 25 µM. 340,000 tested, 2.5% active. AID 1259313;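 active = melting temperature shift of at least 10% of the positive control shift, at one fixed dose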
* = called active by the depositor; . = no result given; & = joins results of further samples.

mol | MIN6 prolif | MPTP block | hIAP activ | A3G deaminase | hIAP block | mIAP block | mIAP activ | APOBEC3A inh | GRIN3A LBD mod
Cc1ccc(NS(=O)(=O)c2ccc(NC(=O)c3ccccc3C(=O)O)cc2)cc1C | -2 | 1.7 | 1.1 | -4 | -13 | -3 | 1 | -2 | -1
CCCOc1ccc(/C=N/NC(=O)C(=O)Nc2ccccn2)cc1 | 0 | -0.3 | 0.73 | -7 | 26 | 12 | 0.88 | -4 | -4
COc1cccc(/C=C2\SC(=S)N(CCCC(=O)N(CCO)c3ccccc3)C2=O)c1 | -7 | -1.0 | 1.2 | -7 | -16 | 15 | 0.85 | 0 | -11
Cc1ccc(CCNC(=O)CN2C(=O)COc3ccc(S(=O)(=O)N4CCOCC4)cc32)cc1 | -2 | -1.9 | 0.98 | -5 | 2 | -4 | 1 | -4 | 0
O=C(N/N=C/C=C/c1ccccc1[N+](=O)[O-])c1cccnc1 | -1 | -0.7 | 1.2 | -3 | -21 | 3 | 0.97 | 0 | -2
COc1ccc(N2CCN(C(=O)C3CCN(C(=O)c4cccc(Cl)c4)CC3)CC2)cc1 | -2 | -1.0 | 1.2 | -8 | -18 | 5 | 0.95 | -5 | 0
Cc1nc(NNC(=O)c2ccc(Cl)cc2Cl)cc(-c2ccccc2)n1 | -3 | -11 | 1.6 | -5 | -61 | 1 | 0.99 | -15 | 0
CC(=C1C(=O)c2ccccc2C1=O)N1CCN(Cc2ccccc2)CC1 | -3 | 0.5 | 0.8 | -1 | 20 | 1 | 0.99 | -2 | 2
Clc1ccccc1OCCCCN1CCCCC1 | -1 | 0.1 | 1.1 | -1 | -12 | -9 | 1.1 | -3 | -1
CCOC(=O)/C(=N\Nc1ccc(Cl)cc1)Sc1nnc(-c2ccc(OC)cc2)n1C | -3 | -1.5 | 1.1 | -6 | -12 | 5 | 0.95 | -2 | -2
O=C(O)c1cccc(NS(=O)(=O)c2ccc(Cl)c(C(=O)Nc3cccc([N+](=O)[O-])c3)c2)c1 | -2 | 4.6 | 1.2 | 1 | -22 | 0 | 1 | 2 | -2
CCSC1=N/C(=C\C=C2/Oc3ccccc3N2CC)C(=O)S1 | -5 | 1.2 | 0.8 | 0 | 20 | 36 | 0.64 | 16 | 4
O=C(Nc1nc(-c2cccs2)cs1)c1ccc([N+](=O)[O-])o1 | -8 | 4.7 | 0.89 | -5 | 11 | 23 | 0.77 | 2 | -5
CC(OC(=O)Cc1ccccc1[N+](=O)[O-])C(=O)Nc1ccc(Cl)cn1 (centres undefined) | 1 | -1.0 | 1 | -12 | -2 | 7 | 0.93 | 0 | 1
CCN(CC)c1cc2nonc2c2nonc12 | -4 | 0.6 | 1 | -10 | -3 | 10 | 0.91 | -8 | 3
O=C(CCC(=O)c1ccc(F)cc1)NCc1ccccc1C(F)(F)F | 0 | 1.6 | 0.72 | -5 | 28 | 6 | 0.94 | -4 | -2
CCn1c(CNC(=O)C2CCCCC2)cc2cc(C)ccc21 | -2 | 1.0 | 1.2 | -3 | -20 | -3 | 1 | -9 | -1
NC(=O)NC(=O)COC(=O)c1ccccc1Oc1ccccc1 | 0 | 2.6 | 1.1 | 5 | -14 | -8 | 1.1 | 9 | 11*
CCCN1CCN(C(=O)Cn2ncc3c([nH]c4ccc(C)cc43)c2=O)CC1 | -6 | 1.9 | 0.93 | -2 | 7 | 0 | 1 | -3 | -1
CC(C)CCN(C(=O)c1cn2ccccc2n1)c1c(N)n(Cc2ccccc2)c(=O)[nH]c1=O | 3 | 0.3 | 1.1 | -13 | -13 | -1 | 1 | 1 | -1
COc1cccc(C(c2nnnn2Cc2ccco2)N2CCN(Cc3ccccc3)CC2)c1OC (centres undefined) | -1 | 0.1 | 0.96 | -1 | 4 | -2 | 1 | 0 | 1
CC(C)Oc1ccc(NC(=O)CCC(=O)O)cc1 | 1 | 3.6 | 0.97 | 2 | 3 | -4 | 1 | 1 | 0
COc1ccc([C@H]2CC(=O)C=C(c3cc4ccccc4s3)C2)cc1OC | 2 | 2.9 | 0.92 | -9 | 8 | 3 | 0.97 | 0 | -2
COc1ccccc1CCC(=O)OCC(=O)NCc1ccc(OC)c(OC)c1 | 0 | 0.2 | 0.91 | -6 | 9 | 0 | 1 | -3 | 1
COc1ccccc1OCCOCCOc1c(C)cc(C)cc1Br | -5 | -1.3 | 1 | -1 | -5 | -8 | 1.1 | -3 | 3

(next part)
mol | MIN6 prolif | MPTP block | hIAP activ | A3G deaminase | hIAP block | mIAP block | mIAP activ | APOBEC3A inh | GRIN3A LBD mod
COC(=O)c1ccc(NC(=O)c2cn(-c3ccccc3)nc2-c2ccncc2)cc1 | -2 | -1.0 | 1.2 | -12 | -16 | -8 | 1.1 | -2 | 0
Cc1ccc(-c2nc(N)nc(N)n2)c(C)c1 | -3 | -3.2 | 1 | -5 | 0 | -7 | 1.1 | 1 | -3
CC(=O)N1CCN(C(=O)c2ccc3c(c2)OCO3)CC1 | -4 | -3.8 | 1.1 | 2 | -7 | -3 | 1 | -1 | -3
N#Cc1ccc(OCC(=O)OCC(=O)NCCC2=CCCCC2)cc1 | 2 | 2.1 | 0.86 | -5 | 14 | 6 | 0.94 | -4 | 1
CC1(c2ccc([N+](=O)[O-])cc2)NC(=O)NC1=O (centres undefined) | 1 | -1.0 | 0.72 | -4 | 28 | 4 | 0.95 | -5 | 1
C=CCn1c(=S)[nH]c2ccc(Br)cc2c1=O | 0 | 0.6 | 1.1 | -8 | -10 | -12 | 1.1 | -3 | -6
Cc1ccc(Cl)c(OCC(=O)NC2CCN(Cc3ccccc3)CC2)c1 | -4 | -0.2 | 1.2 | -7 | -16 | -7 | 1.1 | 0 | .
O=C(O)c1cccc(-n2sc3ccccc3c2=O)c1 | -3 | -1.8 | 0.95 | 83* | 5 | 5 | 0.95 | -1 | 23*
C=CCn1cc(C(=O)NCCCOC)c(=O)c2cc(S(=O)(=O)N(CC)CC)ccc21 | 1 | 1.1 | 1.1 | -2 | -12 | -1 | 1 | 0 | 0
COc1cc(C(=O)N2CCN(C(=O)c3cccc4ccccc34)CC2)cc(OC)c1OC | -1 | -3.1 | 0.87 | -7 | 13 | -15 | 1.2 | -3 | 1
COc1ccc(Cl)cc1C(=O)NCC(c1ccco1)N1CCCC1 (centres undefined) | -2 | -1.0 | 1.1 | -5 | -13 | -2 | 1 | -4 | 1
CCC1=NN2C(=N)/C(=C\c3cccn3-c3ccc(C)c(C)c3)C(=O)N=C2S1 | -4 | 13 | 0.94 | -2 | 6 | 18 | 0.82 | 1 | -12
Cc1cccc(Nc2nc(-c3c(C)nc4ccccn34)cs2)c1 | -4 | 86* | 0.97 | 2 | 3 | -27 | 1.3 | -1 | -7
CNC(=O)C(=O)NCCN1CCN(S(=O)(=O)c2ccc3ccccc3c2)CC1 | -1 | 1.4 | 1.2 | -6 | -16 | -5 | 1.1 | -8 | 1
Cc1cc(NS(=O)(=O)c2ccc(Nc3nc(-c4ccc(C)c(C)c4)cs3)cc2)no1 | 0 | -28 | 0.99 | -2 | 1 | 1 | 0.99 | 2 | 16*
CCc1ccc(N(C(=O)CNC(=O)c2ccco2)C(C(=O)NC2CCCC2)c2cccnc2)cc1 (centres undefined) | 4 | -0.1 | 0.98 | -2 | 2 | 5 | 0.95 | -1 | -1
CCOc1ccc(NC(=O)NCCCN2CCCC2)cc1 | 0 | 0.3 | 1.2 | -5 | -18 | -13 | 1.1 | -1 | -17
COc1ccccc1N1CCN(C(=O)c2cc3sccc3n2C)CC1 | 0 | -0.9 | 0.97 | -1 | 3 | -2 | 1 | 0 | -2
C[C@H]1CN=C(N(C)C)N1CC1CCCCC1 | -1 | -0.5 | 0.89 | 19 | 11 | 5 | 0.95 | 2 | 1
Cc1cccc(C)c1NC(=O)c1cccc(N2C(=O)C3CCC(C)CC3C2=O)c1 (centres undefined) | -3 | 0.2 | 0.97 | -2 | 3 | -1 | 1 | -1 | 1
CC(=O)Nc1cccc(C(=O)Nc2ccc(S(=O)(=O)N3CCCCC3)cc2)c1 | 0 | -2.4 | 0.97 | -6 | 3 | -1 | 1 | -1 | -6
Clc1cc(Br)ccc1OCCOCCN1CCOCC1 | -4 | -1.2 | 1 | -1 | -2 | 6 | 0.94 | -2 | -2
O=C(CSc1ncc(C(F)(F)F)cc1Cl)N1CCNC1=O | 1 | -1.3 | 1 | -6 | 0 | 1 | 0.99 | -3 | 0
CN1CCc2c(c3c(n2C)CCN(C)[C@@H]3c2cccnc2)[C@H]1c1cccnc1 | -1&-2 | 1.0 | 1.2&1.1 | -8&-4 | -23&-9 | 6&-3 | 0.94&1 | -5&-1 | 0
NC1=NC(=O)/C(=C\c2cccs2)S1 | 0 | -1.1 | 1.1 | 1 | -10 | 2 | 0.98 | 5 | -1

Next part:
mol | MIN6 prolif | MPTP block | hIAP activ | A3G deaminase | hIAP block | mIAP block | mIAP activ | APOBEC3A inh | GRIN3A LBD mod
COc1ccccc1N1CCN(CC(=O)c2ccc(F)cc2)CC1 | -4 | 0.5 | 1.2 | -1 | -16 | 11 | 0.89 | -9 | -2
CSCc1c(C(=O)Nc2ccccc2N2CCOCC2)oc2ccccc12 | -3 | 1.2 | 0.86 | -8 | 14 | -2 | 1 | -3 | 4
CCOc1ccc(-c2nonc2NC(=O)c2ccco2)cc1OCC | -3 | -0.2 | 0.98 | 2 | 2 | 4 | 0.96 | 0 | 1
CC(=O)Nc1c(C(=O)c2ccccc2)oc2ccccc12 | 3 | 2.9 | 1 | -5 | 0 | 6 | 0.94 | -6 | 1
Cc1ccc(CC(=O)O/N=C(\N)Cc2ccc([N+](=O)[O-])cc2)cc1 | -2 | 3.7 | 1.1 | -11 | -6 | -1 | 1 | -2 | 0
O=c1cc(O)n(-c2ccc(Cl)cc2)c(=S)[nH]1 | -1 | 4.5 | 1 | -7 | -2 | 5 | 0.95 | -3 | -8
CC(C)c1ccc(NC(=O)NCc2ccc3c(c2)OCO3)cc1 | 2 | 0.6 | 1.1 | -5 | -5 | -81 | 1.8 | 0 | 1
O=C(NCc1ccco1)c1cccc(NC(=O)c2ccccc2)c1 | -2 | 2.7 | 1.3 | -9 | -35 | 5 | 0.95 | 0 | 1
COc1cc(/C=C/C(=O)N2CCN(c3ccccn3)CC2)cc(OC)c1OC | -2 | 23 | 1 | -7 | -4 | -5 | 1.1 | 1 | 7
COc1ccc(-c2nnc(NC(=O)Cc3ccccc3)s2)c(OC)c1 | -2 | 1.0 | 1.1 | 1 | -7 | -2 | 1 | 2 | 0
O=C(NC1CC1)C1=C[C@@H](c2ccc(Br)cc2)C[C@@H](OCCCCO)O1 | 2 | -1.2 | 0.95 | -1 | 5 | 5 | 0.95 | 0 | 2
O=C(NCC1(O)CCCCC1)C1CCC(=O)N(Cc2cccc(C(F)(F)F)c2)C1 (centres undefined) | -1 | -0.1 | 0.9 | -6 | 10 | -7 | 1.1 | -2 | 2
COc1ccc(S(=O)(=O)N2CCN(C(=O)NC3CCCCC3)CC2)cc1 | -2 | -3.0 | 1 | -3 | -4 | -9 | 1.1 | 1 | -1
O=C1c2cccc([N+](=O)[O-])c2C(=O)N1c1cccnc1 | 2 | -1.8 | 1.1 | -9 | -13 | 0 | 0.99 | -3 | -1
